SIRT5 block – SIRT5 desuccinylase inhibitors, primary screen, biochemical, fluorescence imaging, single point, set 5; inhibition, % at 15 µM; NAD-dependent protein deacylase sirtuin-5, mitochondrial (Homo sapiens), Q9NXA8; 1.1% of 330,000 active; Purified SirT5, succinyl-peptide AMC, trypsin-coupled fluorescence; in the data active = inhibition above about 15%; inconclusive = no clear call, values can overlap the other calls
C2C12 statin – suppressors of statin myotoxicity in C2C12 myotubes, primary screen, cell-based, single point, plate reader; C2C12 myotubes + simvastatin, ATP luminescence, 48 h; scaled: DMSO 0, geranylgeraniol control 100; rescue of ATP level, % at 7.49 µM; 0.78% of 330,000 active;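 active = mean ATP rescue above about 67%, or every replicate alone reaching that limit, limit read from the data, passing the limit was not always enough; inconclusive = no clear call, values can overlap the other calls; inactive = mean under the limit and some replicate under it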;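 also: myotubes were challenged with 10 µM simvastatin during compound exposure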
LGR2 inh – inhibitors of bursicon-induced LGR2 CRE-luciferase signal, primary screen, cell-based, HEK293, CRE-luciferase reporter, bursicon stimulation; bursicon-stimulated, 4 h; inhibition, % at 9.99 µM; 0.35% of 380,000 active;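 active = drop in luminescence signal, shown as inhibition above about 50% in the replicate tests, limit read from the data, passing the limit was not always enough; inconclusive = probably only some replicates passing the limit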;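 also: agonist challenge used bursicon conditioned medium at about half maximal strength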
Cneo AK release – Cryptococcus neoformans cell lysis inducers, primary screen, AK release luminescence, single concentration; C. neoformans lysis, adenylate kinase release luminescence, 4 h; normalised: neutral wells 0, clomiphene wells 100; lysis activity, % at 15 µM; 0.2% of 360,000 active;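 active = mean lysis activity across replicates of at least 80%, whatever share of replicates individually reach that level; inactive = mean lysis activity below 80%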
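Assay system: C. neoformans cells. Amount: yeast cell density of 5 × 10^6 cells/mL. Technique: AK luminescence. Buffer or medium: YPD. Times: static 4 h at 37 °C with compound, 1 h detection. Dosing: single-point compound dose. Read-out: lysis from increased AK signal.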
PGC1a acetyl inh – inhibitors of PGC1a acetylation signal, primary screen, cell-based, U2OS, AlphaScreen, inhibitor mode; 0.17% of 350,000 active; AlphaScreen anti-acetyl-lysine; with virally co-expressed GCN5 acetyltransferase; inhibition, % at 15.6 µM;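 active = every replicate shows inhibition of at least 40%; inconclusive = mean inhibition at least 40% but some replicate below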;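 also: 0% = neutral control wells and 100% = positive control wells; some results beyond the cut were filed as inactive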
ERAP1 inh – human ERAP1 aminopeptidase inhibitors, primary screen, biochemical, single point, plate reader | Endoplasmic reticulum aminopeptidase 1 (Homo sapiens), Q9NZ08 | recombinant ERAP1, Leu-AMC fluorescence, 60 min | inhibition, % at 10.7 µM | 0.15% of 340,000 active | AID 652197, 2013;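 active = mean replicate inhibition of at least 30%, or all replicates individually reaching that 30% level; inactive = mean below 30% and not every replicate reaching it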;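 also: 0% = neutral control wells and 100% = L-leucinethiol positive control wells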
Target sequence (Q9NZ08 whole entry, looked up): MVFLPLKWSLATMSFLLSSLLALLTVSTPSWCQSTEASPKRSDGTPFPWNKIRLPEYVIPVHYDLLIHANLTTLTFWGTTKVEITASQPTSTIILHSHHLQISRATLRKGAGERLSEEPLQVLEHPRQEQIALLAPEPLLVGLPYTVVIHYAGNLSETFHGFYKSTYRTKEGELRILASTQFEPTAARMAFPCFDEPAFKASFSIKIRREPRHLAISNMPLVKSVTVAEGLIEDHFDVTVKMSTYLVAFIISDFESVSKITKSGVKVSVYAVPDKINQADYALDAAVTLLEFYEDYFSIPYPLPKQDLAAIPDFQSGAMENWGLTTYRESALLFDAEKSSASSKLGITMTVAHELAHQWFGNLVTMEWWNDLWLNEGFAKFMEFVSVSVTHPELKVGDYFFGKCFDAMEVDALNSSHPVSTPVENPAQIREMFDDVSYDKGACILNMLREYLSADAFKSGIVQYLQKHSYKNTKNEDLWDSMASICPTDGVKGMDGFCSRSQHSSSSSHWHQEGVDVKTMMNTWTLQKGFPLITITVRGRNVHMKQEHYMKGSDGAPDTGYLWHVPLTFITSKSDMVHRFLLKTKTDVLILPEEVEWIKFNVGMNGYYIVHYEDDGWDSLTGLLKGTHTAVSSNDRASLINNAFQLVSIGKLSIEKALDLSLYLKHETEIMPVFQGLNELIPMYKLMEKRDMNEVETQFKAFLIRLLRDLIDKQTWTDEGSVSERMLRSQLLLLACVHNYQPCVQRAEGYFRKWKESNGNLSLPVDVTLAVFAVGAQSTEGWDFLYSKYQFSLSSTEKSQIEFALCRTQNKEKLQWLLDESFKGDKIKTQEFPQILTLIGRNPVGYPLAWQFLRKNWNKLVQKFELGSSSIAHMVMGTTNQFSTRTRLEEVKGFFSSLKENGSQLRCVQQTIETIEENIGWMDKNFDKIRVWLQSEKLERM
XiGFP reactiv – activators of inactive X chromosome reactivation, primary screen, imaging, XiGFP fibroblasts, GFP high-content imaging, set 2 | XiGFP mouse fibroblasts, % GFP-positive cells imaging, 3 d; cells co-treated with 5-aza-dC sensitizer; scaled so ellipticine positive control = 100% | 0.055% of 360,000 active | activation, % at 7.58 µM | AID 743238, 2013;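 active = mean normalized replicate activation at least 10% and every replicate at or above 10%; inconclusive = only one of the two criteria met; inactive = mean below 10% and not all replicates reach 10%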;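 also: 0% = median of on-plate neutral control wells and 100% = ellipticine 6 µM median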
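System: SV40-immortalized XiGFP fibroblast cells, line 68-5-11 / Incubation: 3-day compound exposure, then 15 min fixation at room temperature / Compound: single concentration per compound, delivered by pin transfer / Buffer or medium: DMEM plus 5-aza-dC sensitizer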
S100A4 inh HTS – inhibitors of S100A4-myosin IIA peptide binding, primary screen, biochemical, fluorescence polarization, TAMRA-MyoIIA peptide; AID 652163, 2013; inhibition, % at 10.7 µM; 0.14% of 360,000 active;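 active = mean inhibition of at least 70% across replicates, with every replicate also reaching that level; inconclusive = mean inhibition reaches 70% but some replicates fall short; inactive = mean inhibition below 70%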
Target sequence (P26447 whole entry, looked up): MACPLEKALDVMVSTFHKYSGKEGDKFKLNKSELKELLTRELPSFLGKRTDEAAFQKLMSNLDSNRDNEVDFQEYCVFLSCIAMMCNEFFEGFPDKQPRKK
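Test system – S100A4 monomer (human) · Compound – single-point compound testing · Schedule – 5 min incubation before reading · Probe or stimulus – TAMRA-labelled myosin IIA heavy-chain peptide probe, 5 nM · Benchmarks – neutral control DMSO, positive control TFP · Medium – Calcium-containing HEPES buffer, pH 7.2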
* = called active by the depositor. This is a subset. The share of hits here may be higher or lower than overall.

CCc1ccc(NC(=O)C(C)OC(=O)c2c(C)nn(Cc3ccccc3)c2Cl)cc1 (stereo unspecified) was read as C2C12 statin 3, LGR2 inh 7, Cneo AK release -3, PGC1a acetyl inh -4, ERAP1 inh 1, XiGFP reactiv 0.3 and S100A4 inh HTS -1.
Clc1cccc(N2Cc3cc(N4CCOCC4)ccc3-n3nncc3C2)c1 was read as SIRT5 block 0, C2C12 statin 2, LGR2 inh -30, Cneo AK release 1, PGC1a acetyl inh -2, ERAP1 inh -3, XiGFP reactiv 0.1 and S100A4 inh HTS 1.
For Cc1nn(Cc2ccccc2)c(C)c1C(=O)OCC(=O)Nc1cc(S(C)(=O)=O)ccc1Cl the results were LGR2 inh -21, PGC1a acetyl inh -2, ERAP1 inh -2, XiGFP reactiv 0.0 and S100A4 inh HTS -1.
Screening CC=Cc1ccc2n(c1=O)C[C@H]1[C@H](CO)[C@@H](C(=O)OC)[C@@H]2N1CC1CCCC1 (mixture of isomers) returned SIRT5 block 2, LGR2 inh -2, PGC1a acetyl inh -5, ERAP1 inh 0, XiGFP reactiv 0.3 and S100A4 inh HTS -9.
CC(C)OC(=O)c1c(N)n(Cc2ccco2)c2nc3ccccc3nc12 was read as C2C12 statin -25, LGR2 inh -16, Cneo AK release -2 and PGC1a acetyl inh 7.
For NCCc1ccccc1 the results were SIRT5 block 0, C2C12 statin 0, LGR2 inh -13, Cneo AK release 1, PGC1a acetyl inh -5, ERAP1 inh -1 and S100A4 inh HTS 2.
CC12CCC3C(CCC4CC(=O)CCC43C)C1CC(=NO)C2=O (stereo unspecified) was read as SIRT5 block -2, LGR2 inh 18, ERAP1 inh 3, XiGFP reactiv 0.1 and S100A4 inh HTS 1.
Screening CC(C)(C)P(=O)(N1CCOCC1)N1CCOCC1 returned SIRT5 block 0, C2C12 statin 4, LGR2 inh 9, Cneo AK release 1, ERAP1 inh 7, XiGFP reactiv 0.0 and S100A4 inh HTS 0.
CCCN(CCC)[C@@H]1CCc2cccc(O)c2C1 was read as SIRT5 block -1, C2C12 statin -2, LGR2 inh -14, Cneo AK release 5, PGC1a acetyl inh inconclusive, ERAP1 inh -1, XiGFP reactiv -0.1 and S100A4 inh HTS -6.
For O=C(c1cccnc1)C1CCCN(Cc2nc(-c3cnccn3)no2)C1 (stereo unspecified) the results were SIRT5 block -1, C2C12 statin -1, LGR2 inh 2, Cneo AK release -2, PGC1a acetyl inh 9, ERAP1 inh -2, XiGFP reactiv 0.1 and S100A4 inh HTS 5.
For COc1cc(OC)c(OC)cc1CN1CCN(C(=O)COc2ccc3ccccc3c2)CC1 the results were SIRT5 block 0, C2C12 statin 6, LGR2 inh 8, Cneo AK release 0, PGC1a acetyl inh 2, ERAP1 inh -8, XiGFP reactiv 0.3 and S100A4 inh HTS -7.
`CSCCC(c1nnnn1-c1ccc2c(c1)OCCO2)N1CCC2(CC1)C(=O)NCN2c1ccccc1` (stereo unspecified) gave SIRT5 block 1, C2C12 statin -20, LGR2 inh 4, Cneo AK release -17, PGC1a acetyl inh 1, XiGFP reactiv 0.2 and S100A4 inh HTS -3.
`OC1(CN2CCOCC2)C2CC3CC(C2)CC1C3` (stereo unspecified) gave C2C12 statin -11, LGR2 inh 2, Cneo AK release -1 and PGC1a acetyl inh -8.
`COc1ccc(OCC#CCN2CCNCC2)cc1` gave SIRT5 block -2, C2C12 statin -7, LGR2 inh 5, Cneo AK release 0, ERAP1 inh -2, XiGFP reactiv 0.0 and S100A4 inh HTS -8.
For Nc1ccc([As](=O)(O)O)cc1 the results were SIRT5 block -1, C2C12 statin -4, LGR2 inh -6, Cneo AK release -1, PGC1a acetyl inh -13, ERAP1 inh 1, XiGFP reactiv 0.1 and S100A4 inh HTS 1.
Cc1cc(C(=O)OCC(=O)Nc2ccc(F)cc2F)c(C)n1C1CC1 was read as SIRT5 block -4, C2C12 statin 0, LGR2 inh -26, Cneo AK release -4, ERAP1 inh 0, XiGFP reactiv 0.0 and S100A4 inh HTS -4.
For Fc1ccc(Cn2nnnc2C(c2ccc(F)cc2)N2CC=C(c3ccc(F)cc3)CC2)cc1 (stereo unspecified) the results were SIRT5 block 1, LGR2 inh -23, ERAP1 inh -2, XiGFP reactiv 0.6 and S100A4 inh HTS -25.
CC(C)C12CN3CCN(CC(C3)/C1=N\O)C2 was read as SIRT5 block -1, C2C12 statin 8, LGR2 inh 3, Cneo AK release -2, PGC1a acetyl inh -1, ERAP1 inh -3 and S100A4 inh HTS -2.
Screening Cc1c(C(c2ccc(Br)cc2)c2c(O)c3ccccc3oc2=O)c(=O)n(-c2ccccc2)n1C (stereo unspecified) returned SIRT5 block -2, C2C12 statin -2, LGR2 inh -17, Cneo AK release -1, PGC1a acetyl inh 2, XiGFP reactiv 0.9 and S100A4 inh HTS -2.
Screening O=C(Nc1ccccc1)N1CC2CC(C1)c1cccc(=O)n1C2 (stereo unspecified) returned SIRT5 block -2, C2C12 statin -4, LGR2 inh 4, Cneo AK release 1, ERAP1 inh -5, XiGFP reactiv 0.1 and S100A4 inh HTS -4.
Screening N#CCCn1cc(C(=O)Nc2ccc(F)cc2)c(-c2ccc([N+](=O)[O-])cc2)n1 returned SIRT5 block -1, LGR2 inh 24, ERAP1 inh 2, XiGFP reactiv -0.1 and S100A4 inh HTS -4.
For CC(=O)OC1(c2ccccc2)CCN(C2CCCCC2)CC1C (stereo unspecified) the results were SIRT5 block 0, C2C12 statin -7, LGR2 inh 7, Cneo AK release 2, ERAP1 inh -4, XiGFP reactiv 0.1 and S100A4 inh HTS -1.
CN(C)c1ccc(C=C2C(=O)NC(=O)NC2=O)cc1[N+](=O)[O-] was read as SIRT5 block 2, C2C12 statin 2, LGR2 inh 9, Cneo AK release -1, PGC1a acetyl inh 16, ERAP1 inh 9, XiGFP reactiv 0.0 and S100A4 inh HTS 4.
`CN1[C@H]2CC[C@@H]1C(C(=O)N1CCOCC1)=C(O)C2` gave C2C12 statin 6, LGR2 inh 2, Cneo AK release -1, PGC1a acetyl inh -1, ERAP1 inh -1, XiGFP reactiv 0.1 and S100A4 inh HTS -2.

5 compounds from above, ordered by length of the SMILES, high to low:
Screening Cc1c(C(c2ccc(Br)cc2)c2c(O)c3ccccc3oc2=O)c(=O)n(-c2ccccc2)n1C (stereo unspecified) returned SIRT5 block -2, C2C12 statin -2, LGR2 inh -17, Cneo AK release -1, PGC1a acetyl inh 2, XiGFP reactiv 0.9 and S100A4 inh HTS -2.
Screening N#CCCn1cc(C(=O)Nc2ccc(F)cc2)c(-c2ccc([N+](=O)[O-])cc2)n1 returned SIRT5 block -1, LGR2 inh 24, ERAP1 inh 2, XiGFP reactiv -0.1 and S100A4 inh HTS -4.
Cc1cc(C(=O)OCC(=O)Nc2ccc(F)cc2F)c(C)n1C1CC1 was read as SIRT5 block -4, C2C12 statin 0, LGR2 inh -26, Cneo AK release -4, ERAP1 inh 0, XiGFP reactiv 0.0 and S100A4 inh HTS -4.
For CC(=O)OC1(c2ccccc2)CCN(C2CCCCC2)CC1C (stereo unspecified) the results were SIRT5 block 0, C2C12 statin -7, LGR2 inh 7, Cneo AK release 2, ERAP1 inh -4, XiGFP reactiv 0.1 and S100A4 inh HTS -1.
For Nc1ccc([As](=O)(O)O)cc1 the results were SIRT5 block -1, C2C12 statin -4, LGR2 inh -6, Cneo AK release -1, PGC1a acetyl inh -13, ERAP1 inh 1, XiGFP reactiv 0.1 and S100A4 inh HTS 1.

The listing continues:
Screening COC[C@H]1OC(=O)c2coc3c2[C@@]1(C)C1=C(C3=O)[C@@H]2CCC(=O)[C@@]2(C)C[C@H]1OC(C)=O returned SIRT5 block 4, LGR2 inh 14, PGC1a acetyl inh -3, ERAP1 inh 4, XiGFP reactiv 0.7 and S100A4 inh HTS 48.
`O=C(CN1CCCCC1)c1cccc(Br)c1` gave Cneo AK release 2, ERAP1 inh 4, XiGFP reactiv 0.0 and S100A4 inh HTS -1.
O=C(Nc1ccncc1)c1cccn(Cc2ccccc2)c1=O was read as SIRT5 block -2, LGR2 inh -16, PGC1a acetyl inh 9, ERAP1 inh 5, XiGFP reactiv 0.8 and S100A4 inh HTS -5.
Cc1ccc(NC2=NCCCS2)cc1Cl was read as SIRT5 block 0, C2C12 statin -10, LGR2 inh -7, Cneo AK release -15, ERAP1 inh 1, XiGFP reactiv 0.4 and S100A4 inh HTS 1.
Screening CC1(C)C(=O)CCC2C1=CCC1C2CCC2(C)C(O)CCC12 (stereo unspecified) returned SIRT5 block -5, C2C12 statin -3, LGR2 inh 5, Cneo AK release -1, PGC1a acetyl inh 21, ERAP1 inh -5, XiGFP reactiv 0.0 and S100A4 inh HTS -4.
`CCN(CC)CCC(=O)O[C@H]1CC[C@]2(C)C3CC[C@@]4(C)C(CC[C@]4(C)O)C3CC[C@H]2C1` (stereo partly specified) gave SIRT5 block -6, C2C12 statin -4, Cneo AK release 1, PGC1a acetyl inh 6, ERAP1 inh 2, XiGFP reactiv 0.0 and S100A4 inh HTS 3.
For COc1cccc(-n2c(/C=C/c3ccc(O)c(O)c3)nc3ccccc3c2=O)c1 the results were SIRT5 block 1, LGR2 inh 32, ERAP1 inh 2, XiGFP reactiv 0.1 and S100A4 inh HTS 1.
Screening O=C(O)C1C2CCC(O2)C1C(=O)Nc1cccc(Br)c1 (stereo unspecified) returned SIRT5 block -3, C2C12 statin 13, LGR2 inh 3, Cneo AK release -1, PGC1a acetyl inh 6, ERAP1 inh 0, XiGFP reactiv 0.0 and S100A4 inh HTS -7.
`CCOP(=O)(Cc1ccccc1)OCC` gave C2C12 statin 2, LGR2 inh 4, Cneo AK release -1, PGC1a acetyl inh 6, ERAP1 inh -4, XiGFP reactiv 0.2 and S100A4 inh HTS 1.
`CCN(CC)P(=O)(/C=C(\Cl)c1ccccc1)/C=C(\Cl)c1ccccc1` gave SIRT5 block 3, LGR2 inh 22, PGC1a acetyl inh -7, XiGFP reactiv 0.0 and S100A4 inh HTS -1.
Screening O=C(C(=O)N1CCOCC1)c1cn(Cc2c(F)cccc2Cl)c2ccccc12 returned SIRT5 block -1, LGR2 inh 19, ERAP1 inh 2, XiGFP reactiv 0.0 and S100A4 inh HTS -1.
O=C(NCC1=C(c2ccc3ccccc3c2)C[C@@H]2CC[C@H]1N2Cc1ccco1)c1cccs1 was read as SIRT5 block 0, C2C12 statin -9, LGR2 inh 26, Cneo AK release 1, PGC1a acetyl inh 0, ERAP1 inh 1, XiGFP reactiv 0.2 and S100A4 inh HTS -5.
